# Compound activity: PubChem BioAssay, several laboratories
# CYP2C9 act: activators of human CYP2C9 | P11712 | recombinant CYP2C9, luciferin-H conversion, luminescence; hits give high values; factor 1 = untreated enzyme, 0 = blocked | activation factor at 5 µM | 96,000 compounds, 1.4% hits;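 active = activation factor of 2 or more for CYP2C9 at a 5 µM dose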;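 also: 0 = sulfaphenazole-blocked wells and 1 = vehicle-only wells; values of inactives mirror those of a sister screen read the other way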
# Target sequence (P11712 whole entry, looked up): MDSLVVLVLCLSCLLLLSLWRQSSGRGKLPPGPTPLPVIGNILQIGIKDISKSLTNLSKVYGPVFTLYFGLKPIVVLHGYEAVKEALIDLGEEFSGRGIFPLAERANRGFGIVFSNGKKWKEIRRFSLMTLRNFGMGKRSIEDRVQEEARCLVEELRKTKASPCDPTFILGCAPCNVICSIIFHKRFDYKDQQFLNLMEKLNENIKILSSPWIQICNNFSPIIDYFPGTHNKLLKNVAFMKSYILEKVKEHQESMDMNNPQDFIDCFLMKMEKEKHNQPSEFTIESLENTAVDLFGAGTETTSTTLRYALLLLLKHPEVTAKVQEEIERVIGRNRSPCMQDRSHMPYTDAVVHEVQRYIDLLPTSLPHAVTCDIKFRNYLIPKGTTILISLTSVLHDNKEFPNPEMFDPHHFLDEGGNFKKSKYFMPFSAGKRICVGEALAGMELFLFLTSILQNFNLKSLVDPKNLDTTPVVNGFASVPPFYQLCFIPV
# CYP2C9 inhib: human CYP2C9 inhibition. CYP2C9 Supersomes, luciferin-H conversion, luminescence. 96,000 compounds, 20% hits. inhibition, % at 5 µM. P11712;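 active = blocking of liver enzyme CYP2C9 beyond about 50% at 5 µM, limit read from the data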; also: values of inactives mirror those of a sister screen read the other way
# Calb biofilm kill: kills Candida albicans biofilms. C. albicans biofilm + clotrimazole, Alamar Blue. inhibition, % at 6 µM. 85,000 compounds, 0.14% hits. AID 834;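 active = inhibition above 20%; inactive = inhibition below 20%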;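 also: preformed 24 hr biofilms exposed to compound for 48 hr; 0% = biofilm without compound and 100% = blank killed by clotrimazole plus chlorhexidine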
# The depositor's hits bear a star. An excerpt; the hit share may differ from the screen's.
molecule,CYP2C9 act,CYP2C9 inhib,Calb biofilm kill
Cc1ccc2c(c1)N(CC(=O)OC(CC(C)C)C(=O)NC1CCCC1)C(=O)CO2 (configuration not stated),0.4,63*,-4
CCN1CCN(C(c2cc3cccc(C)c3[nH]c2=O)c2nnnn2Cc2ccccc2)CC1 (configuration not stated),1,0,8
CCN(CC)S(=O)(=O)c1ccc(C(=O)Nc2ccc3c(c2)OCCO3)cc1,0.8,24,1
O=C(CCSCCC(=O)NCc1cccs1)NCc1cccs1,0.4,62*,-2
O=C1CCCC(O)=C1C(C#Cc1ccccc1)C1=C(O)CCCC1=O,0.8,16,10
Cc1cc(NC(=O)COn2nnc3ccc(Cl)cc32)no1,0.2,77*,7
COc1cc2nc(CN(C)CC(=O)Nc3ccc(N4CCOCC4)cc3)[nH]c(=O)c2cc1OC,0.8,18,9
COc1ccc(OC)c2sc(NC(=O)c3ccc(Br)s3)nc12,0.8,25,7
Fc1ccc(OCc2nn3c(Cn4nnc5ccccc54)nnc3s2)cc1,0.8,24,8
COc1ccc(C2C(C(N)=O)=C(C)Nc3nc(-c4ccccc4Cl)nn32)c(OC)c1 (configuration not stated),1,3,0
O=C(Nc1ccc2c(c1)OCO2)C(c1ccccc1)N1CCN(C(=O)c2ccco2)CC1 (configuration not stated),0,98*,12
Cc1cccc(-c2nnc3n2N=C(c2ccc(Br)cc2)CS3)c1,0.8,16,3

# 2 records drawn at random from the list so far, as already listed:
molecule,CYP2C9 act,CYP2C9 inhib,Calb biofilm kill
O=C(Nc1ccc2c(c1)OCO2)C(c1ccccc1)N1CCN(C(=O)c2ccco2)CC1 (configuration not stated),0,98*,12
CCN(CC)S(=O)(=O)c1ccc(C(=O)Nc2ccc3c(c2)OCCO3)cc1,0.8,24,1

# Next section
molecule,CYP2C9 act,CYP2C9 inhib,Calb biofilm kill
CC(=O)N(CCCN(C)C)CCC(C)CCC=C(C)C (configuration not stated),1.1,-5,3
Cn1c(SCC(=O)NC2CCCCCC2)nnc1-c1cccs1,0.8,18,7
COc1cc(NC(=O)c2noc3c2CCCC3)c(OC)cc1Cl,1,4,0
O=C(Nc1cc(C(F)(F)F)ccc1N1CCOCC1)c1cncc(Br)c1,1,2,8
O=c1[nH]c2ccc(Cl)cc2c(-c2ccccc2)c1N1CCN(c2ccccn2)CC1,0.6,39,4
CS(=O)(=O)N1CCC(C(=O)NCc2ccc(F)cc2Cl)CC1,1,-5,9
COCCN1C(=O)c2oc3ccccc3c(=O)c2C1c1ccc(O)c(OC)c1 (configuration not stated),0.8,21,3
C=CCOC(=O)CCC(=O)Nc1cccc2ccccc12,0.9,13,10
Cc1cc2oc(=O)cc(CN3CCN(S(=O)(=O)c4ccc5c(c4)OCCO5)CC3)c2cc1C,0.2,84*,5
O=C1c2ccccc2C2(c3ccccc3)NCCN12 (configuration not stated),0.9,8,5
COc1ccccc1CNC(=O)Nc1cccs1,0.6,41,8
NC(=O)c1oc2ccccc2c1NC(=O)C1CCCCC1,2.7*,-172,21*

# Results in Calb biofilm kill and CYP2C9 inhib (7 entries from above):
Molecule	Calb biofilm kill	CYP2C9 inhib
COc1cc(NC(=O)c2noc3c2CCCC3)c(OC)cc1Cl	0	4
COc1ccccc1CNC(=O)Nc1cccs1	8	41
Cn1c(SCC(=O)NC2CCCCCC2)nnc1-c1cccs1	7	18
Cc1cc2oc(=O)cc(CN3CCN(S(=O)(=O)c4ccc5c(c4)OCCO5)CC3)c2cc1C	5	84*
C=CCOC(=O)CCC(=O)Nc1cccc2ccccc12	10	13
CC(=O)N(CCCN(C)C)CCC(C)CCC=C(C)C (configuration not stated)	3	-5
O=C(Nc1cc(C(F)(F)F)ccc1N1CCOCC1)c1cncc(Br)c1	8	2

# (next part)
molecule,CYP2C9 act,CYP2C9 inhib,Calb biofilm kill
Cc1cc(NC(=O)CSc2nc3ccccc3n2CC(=O)N2CC(C)CC(C)C2)no1 (configuration not stated),0.7,27,5
Cc1cc(C)c(C#N)c(SCC(=O)CC(=O)OC(C)C)n1,0.5,53*,8
O=C(NCCc1csc(-c2cccnc2)n1)c1ccc(Br)o1,0.6,42,3
COc1ccc(OC)c(C(O)c2coc3ccc(O)c(CN4CCOCC4)c23)c1 (configuration not stated),0.5,54*,7
c1cncc(Nc2nc(-c3ccncc3)cs2)c1,0.5,52*,10
Cc1cc2nc(C(F)(F)F)[nH]c(=O)n2n1,1.1,-10,8
CN(Cc1ccccc1)C(=O)CCS(=O)(=O)c1ccc2c(c1)n(C)c(=O)c(=O)n2C,0.9,5,3
COC(=O)C(NC(C)=O)(Nc1nc2ccc(S(C)(=O)=O)cc2s1)C(F)(F)F (configuration not stated),0.4,64*,-3
CCCCNC(=O)c1nn(-c2ccccc2OC)c(=O)c2ccccc12,0.9,7,9
Cc1c(C(=O)NCc2ccccn2)sc2nc(-c3ccccc3)cn12,0.9,14,0
CC(C)C(=O)Nc1ccc(N2CCN(C(=O)c3cccs3)CC2)cc1,1,1,9
Cc1ccnc(N2CCC(C(=O)Nc3cccc(C(F)(F)F)c3)CC2)n1,1,4,-2

# Going on with the list:
molecule,CYP2C9 act,CYP2C9 inhib,Calb biofilm kill
Cc1ccc(C)n1-n1cnc2scc(-c3cccs3)c2c1=O,0.9,12,4
Cn1c(SCC(=O)c2ccccc2)nnc1-c1cnccn1,0.9,8,-2
O=C(c1cc(-c2cccc(O)c2)on1)N1CCc2ccccc2C1,0.4,56*,3
CCCCNC(=O)c1cc2c(=O)n3cccc(C)c3nc2n1C,1.4,-44,8
COc1ccccc1C1(O)CCN(CC(=O)Nc2c(C)nn(C)c2C)CC1,1.1,-6,2
CCc1cc(C(=O)N2CCOCC2)c(NC2=NS(=O)(=O)c3ccccc32)s1,0.9,13,1
COc1ccc(O)c(CN2CCN(C/C=C/c3ccccc3)CC2)c1,1,1,5
COc1ccc(CCN(CC(=O)NC2CCCC2)C(=O)CCC(=O)Nc2cc(C)on2)cc1OC,0.7,30,6
CCOc1ncccc1C(=O)OCC(=O)Nc1cc(C(=O)OC)ccc1C(=O)OC,0.8,16,3
COc1ccc(-n2cnnc2SCc2csc(-c3ccccc3)n2)cc1,0.7,27,2
CCOC(=O)c1c(NC(C)=O)sc2c(O)cccc12,0.7,33,9
CCCn1c(=O)c2ccccc2n2c(SCC(=O)c3ccc(F)cc3)nnc12,0.9,11,7

# The list continues:
molecule,CYP2C9 act,CYP2C9 inhib,Calb biofilm kill
O=c1cc(CSc2ccc(Cl)cc2)nc2nc[nH]n12,0.7,32,-4
COc1ccc(C(O)c2nc3ccccc3n2C)cc1OC (configuration not stated),0.9,7,2
CC1CC(=O)N(Cc2ccccc2)c2ccccc2N1C=O (configuration not stated),0.9,9,7
CC(Sc1nc2ccccc2c(=O)n1Cc1ccco1)C(=O)c1ccccc1 (configuration not stated),0.1,88*,-7
O=C(NCCN1CCN(c2ccccc2)CC1)C1(S(=O)(=O)c2ccc(Cl)cc2)CC1,0.5,46,15
CCC(Sc1nnc(-c2ccc(C)c(Cl)c2)n1CC)C(=O)Nc1nccs1 (configuration not stated),0.6,44,6
CCOC(=O)N1CCN(C(=O)c2cn(-c3ccc(C)c(C)c3)c(=O)c3ccccc23)CC1,0.4,64*,-2
CCCn1c(SCc2ccccc2)nc2c1c(=O)[nH]c(=O)n2C,1.1,-9,3
CCCN1CC=C2C(C#N)=C(N)C(C#N)(C#N)C(c3cccc(OC)c3OC)C2C1 (configuration not stated),0.7,33,6
COc1ccccc1N=c1scc(-c2ccc3c(c2)NC(=O)CO3)n1CC1CCCO1 (configuration not stated),0.8,21,5
COc1ccc(-c2nnc3ccc(SCC(=O)N4CCCCC4)nn23)cc1OC,1.1,-6,15
CC(C)c1ccc(-c2nc(N3CCCC3)nc3n[nH]c(N)c23)cc1,1.1,-13,5

# 5 compounds from above, sorted by the number in CYP2C9 act, falling:
mol	CYP2C9 act
CC(C)c1ccc(-c2nc(N3CCCC3)nc3n[nH]c(N)c23)cc1	1.1
COc1ccc(C2C(C(N)=O)=C(C)Nc3nc(-c4ccccc4Cl)nn32)c(OC)c1 (configuration not stated)	1
CN(Cc1ccccc1)C(=O)CCS(=O)(=O)c1ccc2c(c1)n(C)c(=O)c(=O)n2C	0.9
Cc1ccc2c(c1)N(CC(=O)OC(CC(C)C)C(=O)NC1CCCC1)C(=O)CO2 (configuration not stated)	0.4
Cc1cc(NC(=O)COn2nnc3ccc(Cl)cc32)no1	0.2

# Further results:
molecule,CYP2C9 act,CYP2C9 inhib,Calb biofilm kill
C=CCc1c(C)nc(SCCC)[nH]c1=O,1.1,-7,2
O=C(NCCc1ccccc1)C1CCCN1C(=O)Nc1ccc(F)cc1 (configuration not stated),0.9,7,7
CSc1nnc(NC(=O)C2CCCCC2)s1,1,-3,-5
CCC1Oc2ccccc2N(CC(=O)NCCCN2CCC(C)CC2)C1=O (configuration not stated),1,-2,5
Cc1ccc2[nH]c(=O)c(-c3nc4cc(C)ccn4c3NCc3ccco3)cc2c1,0.6,42,10
CC1Cc2nc(SCC(=O)NCc3ccco3)n(Cc3ccccc3)c(=O)c2S1 (configuration not stated),0.5,48,4
CCn1cc(C2=NC(C(C)C)CO2)c2ccccc21 (configuration not stated),1,2,3
CC(=O)Nc1sc2c(c1C#N)CC(C)(C)NC2(C)C,1,4,2
CCn1c(SCC(=O)Nc2cc(C)ccc2C)nnc1-c1cnccn1,1,1,5
O=S(=O)(Nc1ccc2c(c1)OCCO2)c1cnc[nH]1,0.2,78*,8
Cc1cccc(-n2cnc3c(c2=O)c2nc4ccccc4nc2n3Cc2ccco2)c1,0.6,42,9
COc1cccc(-c2nn(C)c3sc(C(=O)N4CCN(c5ccccc5)CC4)cc23)c1,0.3,68*,9

# (listing goes on)
molecule,CYP2C9 act,CYP2C9 inhib,Calb biofilm kill
COc1ccc(OC)c(-c2nnc(SCC(=O)NC3CCCCC3)o2)c1,0.8,23,5
COc1cccc(-c2nn(C)c3sc(C(=O)NCc4ccco4)cc23)c1,0.7,32,-4
CCn1ncc(C2=NOC(C(=O)NCc3ccccc3)C2)c1C (configuration not stated),0.8,23,2
Cc1ccccc1Nc1nc(N)nc(CN(C)c2ccccc2)n1,0.6,37,-3
O=C(Nc1cccc(F)c1)C1CCN(C(=O)Cc2ccccc2)CC1,0.9,10,4
CN(C)c1nc(N)nc(N(c2ccccc2)c2ccccc2)n1,0.8,25,6
O=C(O)CC1SC(=Nc2cccc(O)c2)NC1=O (configuration not stated),1.2,-18,3
Cc1noc(C)c1CSc1ncnc2sc3c(c12)CCC3,0.9,11,4
CCc1c(C)nc2ncnn2c1N1CCC(C(=O)N2CCN(c3ccccc3)CC2)CC1,1,3,1
COC(=O)C1=C(N)OC2=C(C(=O)CC(C)(C)C2)C1c1cccnc1 (configuration not stated),0.9,9,6
CCc1ccc(N(CC(=O)Nc2ccc(OC)cc2OC)S(C)(=O)=O)cc1,0,97*,8
COC(=O)c1cc(S(=O)(=O)n2nc(C)cc2C)c(Cl)cc1Cl,1.1,-15,9

# Following part.
molecule,CYP2C9 act,CYP2C9 inhib,Calb biofilm kill
CCC(C)NC(=O)C1CCCN(C(=O)Nc2ccc(F)cc2)C1 (configuration not stated),1,1,-1
C=CCNc1nc(NC(C)(C)CO)nc(OCC)n1,0.8,23,6
COc1ccc(N2C(=O)CCC(C(=O)N3CCCCC3)C2c2ccc(F)cc2)cc1 (configuration not stated),0.9,8,1
COC(=O)COc1nc(C)c2c(c1C#N)CC(C)(C)OC2,0.9,5,6
CCn1c2ccccc2c2nnc(SCC(=O)Nc3ncccn3)nc21,1,0,6
COc1ccc(/C=N/n2cc(-c3ccccc3)nc2N)cc1,1.1,-13,8
COc1cccc(C=Nc2ccc3c(c2)OCCO3)c1O,1.1,-8,9
COC(=O)c1ccc(CSc2nc3c(c(=O)n2-c2ccccc2)SCC3)o1,0.1,86*,6
COc1ccc(NC(=O)Cc2nn(C)c(=O)c3ccccc23)c2ncccc12,0.9,11,9
COCCOC(=O)c1c(C)nc(SCC(=O)Nc2ccc(C)cc2)c(C#N)c1-c1ccco1,0.1,92*,11
c1nnc2c3c4c(sc3ncn12)CCC4,0.9,8,4
COc1nc2cc(C)ccc2cc1-c1noc(-c2cccnc2)n1,0.6,44,3

# The list goes on:
molecule,CYP2C9 act,CYP2C9 inhib,Calb biofilm kill
CCc1nn2cc(-c3ccccc3)nc2s1,0.4,59*,-7
CCC(=O)N1CCc2cc(S(=O)(=O)NCCC(=O)N3CCN(c4ccccn4)CC3)ccc21,0.9,8,4
COc1ccccc1C1C(C(=O)NCc2ccccc2)=C(C)Nc2ncnn21 (configuration not stated),0.9,9,-1
Cc1cc(N2CCOCC2)nc(SCC(=O)c2ccccc2)n1,0.6,45,6
CC1(C)CC(=O)C2=C(C1)OC(N)=C(C#N)C21CCN(Cc2ccccc2)CC1,0.3,74*,5
CCCOc1ccc(-c2nnc(-c3ccncc3)o2)cc1,0.1,89*,1
NC(=O)NC(Cc1ccccc1)C(=O)O (configuration not stated),1,-3,7
CCOC(=O)COc1nc(Nc2ccccc2C)nc(N(C)C)n1,0.6,36,4
CCN(c1ccccc1)S(=O)(=O)c1ccc(F)c(C(=O)O)c1,1.1,-7,9
Cc1ccc(S(=O)(=O)N2CC3(C)CN(S(=O)(=O)c4ccc(C)cc4)CC(C)(C2)C3O)cc1 (configuration not stated),0.8,18,2
Cc1ccc(Cl)cc1NC(=O)COC(=O)C1CCCC1,0.7,30,7
Cn1nnnc1SCc1ccccc1F,1.1,-12,6
CCOC(=O)C1CCN(C(=O)Nc2ccc(NC(=O)C3CCN(C(=O)OCC)CC3)cc2)CC1,1.1,-14,7

# No new results follow: entries from further up.
molecule,CYP2C9 act,CYP2C9 inhib,Calb biofilm kill
Cn1nnnc1SCc1ccccc1F,1.1,-12,6
CCOC(=O)C1CCN(C(=O)Nc2ccc(NC(=O)C3CCN(C(=O)OCC)CC3)cc2)CC1,1.1,-14,7
